EWS-Fli inh: EWS/Fli transcriptional activity inhibition | A673 NR0B1-luciferase reporter, viability-normalised | inhibition, % at 12.6 µM | 0.67% of 350,000 active | AID 651661;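 active = mean inhibition of at least 50% after viability correction, with every replicate also passing that limit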;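 note: firefly luciferase signal divided by Alamar Blue viability fluorescence both relative to DMSO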
PGC1a acetyl inh: PGC1a acetylation modulation, inhibitor mode | U2OS PGC1a acetylation, AlphaScreen anti-acetyl-lysine; with virally co-expressed GCN5 acetyltransferase | inhibition, % at 15.6 µM | 0.17% of 350,000 active | AID 651687;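 active = every replicate shows inhibition of at least 40%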;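 note: 0% = neutral control wells and 100% = positive control wells; some results beyond the cut were filed as inactive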
LGR2 antag: inhibitors of bursicon-induced Drosophila LGR2 receptor cAMP signaling. AID 720647. inhibition, % at 9.99 µM. 0.35% of 380,000 active. HEK293 LGR2, CRE-luciferase, bursicon-stimulated, 4 h;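 active = drop in luminescence signal, shown as inhibition above about 50% in the replicate tests, limit read from the data, passing the limit was not always enough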;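 note: agonist challenge used bursicon conditioned medium at about half maximal strength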
ERAP1 HTS inh: inhibitors of human ERAP1 aminopeptidase | 0.15% of 340,000 active | recombinant ERAP1, Leu-AMC fluorescence, 60 min | AID 652197 | inhibition, % at 10.7 µM;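 active = mean replicate inhibition of at least 30%, or all replicates individually reaching that 30% level; inactive = mean below 30% and not every replicate reaching it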;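 note: 0% = neutral control wells and 100% = L-leucinethiol positive control wells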
Target sequence (Q9NZ08 whole entry, looked up): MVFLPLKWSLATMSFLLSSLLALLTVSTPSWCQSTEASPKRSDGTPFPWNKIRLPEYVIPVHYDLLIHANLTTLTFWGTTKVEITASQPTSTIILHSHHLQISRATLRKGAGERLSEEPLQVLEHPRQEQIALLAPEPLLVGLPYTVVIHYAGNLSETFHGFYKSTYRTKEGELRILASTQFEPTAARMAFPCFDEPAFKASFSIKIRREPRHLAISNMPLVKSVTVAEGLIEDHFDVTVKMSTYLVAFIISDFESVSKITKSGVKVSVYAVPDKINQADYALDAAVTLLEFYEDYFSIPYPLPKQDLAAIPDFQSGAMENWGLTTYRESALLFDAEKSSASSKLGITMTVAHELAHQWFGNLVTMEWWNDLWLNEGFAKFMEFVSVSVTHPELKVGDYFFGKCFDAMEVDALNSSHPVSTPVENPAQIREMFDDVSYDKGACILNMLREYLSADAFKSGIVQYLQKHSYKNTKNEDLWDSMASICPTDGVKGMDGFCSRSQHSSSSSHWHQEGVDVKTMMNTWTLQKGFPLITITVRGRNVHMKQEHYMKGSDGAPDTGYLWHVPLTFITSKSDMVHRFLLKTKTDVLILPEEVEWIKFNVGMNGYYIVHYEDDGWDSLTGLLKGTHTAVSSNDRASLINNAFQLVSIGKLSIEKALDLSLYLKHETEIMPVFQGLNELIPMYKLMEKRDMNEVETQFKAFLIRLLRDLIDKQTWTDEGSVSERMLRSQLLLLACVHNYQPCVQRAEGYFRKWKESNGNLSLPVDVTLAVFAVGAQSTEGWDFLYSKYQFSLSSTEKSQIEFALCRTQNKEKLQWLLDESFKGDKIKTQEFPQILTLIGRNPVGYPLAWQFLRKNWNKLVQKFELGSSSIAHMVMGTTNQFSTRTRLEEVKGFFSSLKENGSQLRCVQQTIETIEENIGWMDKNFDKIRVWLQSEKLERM
S100A4 MyoIIA: S100A4-myosin IIA interaction inhibition | inhibition, % at 10.7 µM | 0.14% of 360,000 active | S100A4/TAMRA-MyoIIA peptide fluorescence polarization | P26447 | AID 652163;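 active = mean inhibition of at least 70% across replicates, with every replicate also reaching that level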
Target sequence (P26447 whole entry, looked up): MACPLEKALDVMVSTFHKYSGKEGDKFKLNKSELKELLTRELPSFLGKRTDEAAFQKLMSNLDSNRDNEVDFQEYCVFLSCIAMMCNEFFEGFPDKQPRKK
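Material: S100A4 monomer protein / Buffer or medium: 50 mM HEPES pH 7.2, 10 mM CaCl2, 100 mM KCl / Times: 5 min incubation before reading / Benchmarks: neutral control DMSO, positive control TFP / Reagent: labelled myosin peptide probe, 5 nM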
FN deposition inh: fibronectin deposition inhibition; AH1F fibroblasts, Alexa488-fibronectin deposition fluorescence, overnight; 0.086% of 350,000 active; AID 743247; inhibition, % at 12.6 µM;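 active = mean inhibition across replicates of 30% or more, regardless of how many single replicates reach that level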;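 note: positive control wells lacked labelled fibronectin entirely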
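Schedule: 1 h cell adhesion before compound, then overnight fibronectin incubation; test system: AH1F fibroblast monolayer depositing Alexa488-labelled fibronectin into matrix; quantity: 10000 AH1F cells per well; probe or stimulus: fluorescent fibronectin at 24 nM final; signal: fluorescence, ex 485 nm, em 525 nm; evaluation: percent inhibition as loss of matrix-bound fibronectin fluorescence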
PAX8 inh HTS: PAX8 transcriptional activity inhibition. RMG-I TPO-luciferase reporter, SteadyGlo, 24 h. inhibition, % at 12.6 µM. 1.2% of 360,000 active;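 active = mean replicate inhibition at least 60% with every replicate also reaching 60%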;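 note: luciferase light reporting Pax8 driven TPO promoter activity; plate controls were median of neutral control wells for no effect and mitoxantrone controls for full effect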
PglD inh: inhibitors of Campylobacter jejuni PglD acetyltransferase. purified PglD enzyme, DTNB colorimetric CoA detection. 0.098% of 360,000 active. inhibition, % at 12.5 µM. AID 602405; in the data active = inhibition above about 16%, passing the limit was not always enough; note: strong numbers were not always called active
Starred values were filed as active, the others as inactive; . = not tested or not shown.

compound	EWS-Fli inh	PGC1a acetyl inh	LGR2 antag	ERAP1 HTS inh	S100A4 MyoIIA	FN deposition inh	PAX8 inh HTS	PglD inh
COc1ccccc1NC(=O)CNc1ccc(F)c(Cl)c1	17	.	-21	2	-21	2	-19	.
O=C(N/N=C/c1c(O)ccc2ccccc12)c1ccc(Br)o1	.	.	17	4	-5	.	60	0
CC1(C(=O)NS(=O)(=O)c2ccc(Cl)cc2)CCN1C(=O)CCC1CCCC1 (stereo not given)	2	2	-1	2	-3	-5	2	5
C[C@@H]1CN([C@@H](C)CO)C(=O)Cc2cc(NC(=O)C3CCCCC3)ccc2O[C@@H]1CN(C)Cc1ccccc1	8	2	1	-1	-57	.	-9	-3
COCC(=O)NC1CCN(C(=O)NCc2ccccc2)CC1	.	13	.	.	.	15	11	6
Oc1ccccc1N=Cc1ccc[nH]1	.	-4	.	.	.	-6	9	0
CCCCCCN1C[C@@H](n2cc(-c3ccc(F)cc3)nn2)[C@H](O)C[C@@H]1c1ccc(OC)cc1	8	.	22	.	-4	-5	36	18
CC(C)CC#Cc1cnc2c(c1)C(=O)N([C@@H](C)CO)C[C@@H](C)[C@@H](CN(C)C(=O)C1CCOCC1)O2	-3	0	-20	1	3	.	3	.
O=C(C1CCC1)N1CC2(C1)[C@H](c1ccccc1)[C@@H](CO)N2Cc1ccc(Cl)cc1	11	-11	7	-2	-15	-1	.	.
CCOC(=O)[C@]12CCCC=C1N(Cc1ccc3c(c1)OCO3)C(=O)[C@H](CC(=O)N1CCN(C(=O)c3ccco3)CC1)C2	3	.	-2	7	-1	-1	19	.
COc1ccc(C(=O)OCCCN(C)C)cc1OC	.	8	-6	.	.	-3	-10	4
CCOC(=O)C1=C[C@@H](C(C)(C)C)N(S(=O)(=O)c2ccc([N+](=O)[O-])cc2)[C@H]1c1cccc(Cl)c1	-18	.	-3	.	0	-8	-21	.
Cc1ccc(C(=O)COC(=O)COc2ccccc2O)cc1C	-3	9	6	0	-4	9	10	-5
C/C(=N\NC(=O)c1ccccc1[N+](=O)[O-])c1ccc(Br)s1	9	.	-6	-3	-9	-2	0	-1
Cc1noc(C)c1NC(=O)N(C)C[C@H]1Oc2ccc(NC(=O)Cc3cn(C)c4ccccc34)cc2C(=O)N([C@@H](C)CO)C[C@@H]1C	-5	0	-7	-5	2	.	.	1
COCC(=O)N1CC(=O)N2[C@H](CO)[C@@H](c3ccc(C#CC4CCCCC4)cc3)[C@H]2C1	0	-5	-20	3	-3	.	-20	.
Cc1ccccc1-c1cnc2c(c1)C(=O)N([C@H](C)CO)C[C@@H](C)[C@H](CN(C)C(=O)c1ccc(F)cc1)O2	-2	1	-3	1	9	12	.	5
Cc1n(CC(=O)c2ccc(F)cc2)c2ccccc2[n+]1C	18	.	-22	1	0	.	8	.
Cc1ccc(S(=O)(=O)NC(=O)C2(C)CCN2C(=O)CC2CCCC2)nc1 (stereo not given)	-26	.	-15	8	-1	-2	-8	2
CCN(CC)CCN1C(=O)C(=O)/C(=C(/O)c2ccc(Cl)cc2)C1c1ccncc1 (stereo not given)	5	.	.	1	1	-1	4	.

More entries:
compound	EWS-Fli inh	PGC1a acetyl inh	LGR2 antag	ERAP1 HTS inh	S100A4 MyoIIA	FN deposition inh	PAX8 inh HTS	PglD inh
CCOc1ccc(NC(=O)COC(=O)CC2CC3CCC2C3)cc1 (stereo not given)	-8	4	-18	3	2	-9	2	-2
C=CCn1cc(Cl)cc(C(=O)Nc2ccccc2)c1=O	-13	-3	-26	1	-5	0	-6	1
Nc1[nH]c(C(=O)c2ccccc2)c(-c2ccccc2Cl)c1C(=O)NCCc1c[nH]c2ccccc12	0	.	3	-1	-1	-2	14	.
CCOC(=O)C1CCN(C(=O)COC(=O)/C=C/c2ccccc2)CC1	5	1	7	-2	-3	-3	-5	3
O=C(NCC[C@@H]1CC[C@H](NC(=O)C2CC2)[C@@H](CO)O1)c1cnccn1	7	0	-4	0	5	-7	-4	3
COc1cccc(NC(=O)C[C@H]2CC[C@@H]3[C@@H](COc4ccc(NC(=O)c5ccccc5F)cc4C(=O)N3C)O2)c1	15	-16	3	1	0	16	32	1
C[C@H](CO)N1C[C@H](C)[C@H](CN(C)S(=O)(=O)c2cccs2)Oc2ccc(NS(=O)(=O)c3ccccc3)cc2C1=O	11	5	-30	2	-2	.	-15	0
CCC(=O)N(C)C[C@@H]1Oc2ncc(-c3ccc(C#N)cc3)cc2C(=O)N([C@H](C)CO)C[C@H]1C	-6	-3	6	0	-6	-5	.	-1
C/C(=N\OC(=O)c1cccc(C)c1)c1sc(-c2ccccc2)nc1C	.	-7	.	.	.	5	-74	5
COc1cc(OC)c(CN2CCC(Cc3ccccc3)CC2)cc1Br	20	.	6	2	0	3	4	1
CCOC(=O)C1=C(C)N=c2s/c(=C/c3ccc(OCC(=O)O)cc3)c(=O)n2C1c1ccc(F)cc1 (stereo not given)	11	1	13	6	0	-4	9	3
CCOc1ccc(NC(=S)Nc2cccc3cnccc23)cc1	.	5	8	.	.	-4	4	0
COCC(=O)N1C[C@H]2[C@@H](c3ccccc31)[C@@H](CO)N2C(=O)C1CC1	-3	0	5	0	-3	-12	-1	-4
CCCCc1cc(=O)oc2cc(OCC(=O)N[C@@H](Cc3ccccc3)C(=O)O)ccc12	-1	10	1	2	3	.	.	-4
C[C@@H]1CCCCO[C@H](CN(C)Cc2ccncc2)[C@H](C)CN([C@@H](C)CO)C(=O)c2cc(NC(=O)c3ccccc3)ccc2O1	58*	5	-6	3	8	9	70*	1
CCOc1cc(CNn2cnnc2)cc(Br)c1OCC(=O)NC(C)(C)C	12	.	4	8	-1	3	3	-5
C=C(C)COC(=O)C1CC2OC2CC1C(=O)OCC(=C)C (stereo not given)	4	1	-1	-1	5	-3	-1	2
N#Cc1cccc(-c2ccc([C@H]3[C@H]4CN(Cc5ccccc5F)CCCCN4[C@H]3CO)cc2)c1	-1	0	9	.	.	5	-8	-2
COC(=O)C[C@H]1CC[C@H](NC(=O)c2cccc(F)c2)[C@@H](CO)O1	-4	.	-14	.	0	11	-22	.
COc1ccc([N+](=O)[O-])cc1NC(=O)c1ccc(CN(c2ccc(C)c(C)c2)S(C)(=O)=O)cc1	7	.	15	0	1	-6	10	.

More records:
compound	EWS-Fli inh	PGC1a acetyl inh	LGR2 antag	ERAP1 HTS inh	S100A4 MyoIIA	FN deposition inh	PAX8 inh HTS	PglD inh
CCC(C)c1nc2ccsc2c(N2CCOC2=O)c1-c1ccccc1 (stereo not given)	-4	-21	-3	6	-4	6	-13	-1
Cc1ccc(-n2cc(C(C)(C)C)[nH]c2=S)cc1	.	-8	.	.	.	1	-35	-6
C=Cc1ccc2c(c1)OCCOCCOCCOCCOCCO2	4	24	13	-8	5	-1	-2	-2
COc1ccc(C(=O)N2C[C@@H]3[C@H](c4ccccc42)[C@H](CO)N3C(=O)c2cccc(F)c2)cc1	-8	3	0	-1	-32	-7	0	3
C[C@@H]1CN([C@H](C)CO)S(=O)(=O)c2ccc(-c3cccc(F)c3)cc2O[C@@H]1CN(C)C(=O)C1CC1	4	-6	-11	.	11	-7	15	1
CCn1c(CNC(=O)c2ccco2)nnc1SCC(=O)Nc1cc(C(F)(F)F)ccc1Cl	-1	-3	-14	-4	0	.	.	1
COc1cccc(OCC(=O)NC2CCCCCC2)c1	-26	3	-15	2	-1	-1	-44	4
COc1ccc(OC)c(/C(C)=N/Nc2ccc(C(=O)O)cc2)c1	8	.	-9	0	1	-9	-2	-2
COCCNC(=O)/C(C#N)=C/c1c(N2CCN(C)CC2)nc2ccccn2c1=O	11	-2	0	8	5	0	10	-3
COc1ccccc1NC(=O)N1C[C@@H](O)COC[C@H]2O[C@@H](CC(=O)NCCc3ccccc3)CC[C@@H]21	-6	10	-9	0	5	-4	-15	1
CN1CC(=O)N2[C@H]3c4ccccc4OC[C@@H]3[C@H](c3ccccc3)[C@]2(C)C1=O	-7	.	18	-1	-5	6	-16	1
O=C(Nc1ccncc1)Nc1ccc(F)cc1F	-25	-1	-8	1	2	.	.	-6
C[C@@H]1CN([C@@H](C)CO)C(=O)c2cc(NC(=O)C3CCCCC3)ccc2O[C@@H]1CN(C)CC1CC1	-7	7	0	3	5	.	.	3
COCC(=O)N1C[C@H](C)[C@H](OC)CN(C)C(=O)c2cc(NC(=O)C3CCC3)ccc2OC[C@@H]1C	3	4	-7	-5	4	-7	10	0
COc1ccc(CN(C)C[C@@H]2Oc3ccc(NC(=O)Nc4ccc(OC)cc4)cc3CC(=O)N([C@@H](C)CO)C[C@@H]2C)cc1	-3	13	0	1	4	.	.	3
COc1ccc(NC(=O)CCNC(=O)c2ccco2)cc1S(=O)(=O)N(C)C	-1	6	-3	2	-24	-3	-25	-2
C#Cc1ccc([C@@H]2C=C(C(=O)Nc3ccccc3)O[C@H](OCc3ccc(CO)cc3)C2)cc1	-12	-39	.	2	1	.	2	-5
CC(=O)Nc1ccc(S(=O)(=O)N2CCCN(c3nc(C)cc(C)c3C#N)CC2)cc1	0	.	-22	-2	-9	-1	8	0
Cc1cccc2c1-c1sc(C(=O)NCCCN3CCCC(C)C3)cc1CO2 (stereo not given)	.	1	-11	5	-7	4	21	-4
CC(=O)Nc1ccc(S(=O)(=O)c2ccc(N)cc2)cc1	-18	.	-8	-2	0	-1	-5	5

Entries of single compounds as entered above. Values in the order: EWS-Fli inh | PGC1a acetyl inh | LGR2 antag | ERAP1 HTS inh | S100A4 MyoIIA | FN deposition inh | PAX8 inh HTS | PglD inh
Record of `C=C(C)COC(=O)C1CC2OC2CC1C(=O)OCC(=C)C` (stereo not given) → 4 | 1 | -1 | -1 | 5 | -3 | -1 | 2
Record of `CCCCc1cc(=O)oc2cc(OCC(=O)N[C@@H](Cc3ccccc3)C(=O)O)ccc12` → -1 | 10 | 1 | 2 | 3 | . | . | -4
Record of `CC(C)CC#Cc1cnc2c(c1)C(=O)N([C@@H](C)CO)C[C@@H](C)[C@@H](CN(C)C(=O)C1CCOCC1)O2` → -3 | 0 | -20 | 1 | 3 | . | 3 | .

(continued)
compound	EWS-Fli inh	PGC1a acetyl inh	LGR2 antag	ERAP1 HTS inh	S100A4 MyoIIA	FN deposition inh	PAX8 inh HTS	PglD inh
Oc1ccc(-c2nnc(Nc3ccccc3)c3ccccc23)cc1	1	-6	-9	.	-3	6	5	-2
C[C@@H]1CN([C@@H](C)CO)C(=O)c2cccc(NC(=O)c3ccc(-c4nccs4)cc3)c2O[C@H]1CN(C)CC1CC1	8	1	-9	2	8	-3	.	7
O=C(Nc1cccc(Cl)c1)NC1CCN(C2CCCCC2)C1 (stereo not given)	5	.	-9	-2	-4	-1	36	-4
Cc1nc2c(cc1NC(=O)c1ccccc1)nc(C)n2Cc1ccccc1	7	.	-6	1	-6	0	27	-8
Cc1noc(C)c1S(=O)(=O)Nc1cccc2c1O[C@H](CN(C)Cc1ccc(Cl)c(Cl)c1)[C@H](C)CN([C@@H](C)CO)C2=O	-1	7	-15	-1	-22	.	.	0
CC(C)c1ccc(NC(=O)C(c2ccc3c(c2)OCO3)N2CCCCC2)cc1 (stereo not given)	5	-3	-7	-4	-11	-2	10	1
Cc1ccc(CNC(=O)C2CC(c3cc(C(F)(F)F)cc(C(F)(F)F)c3)=NO2)o1 (stereo not given)	54*	.	2	-3	-1	10	1	1
CC(=O)c1ccc(Oc2ncnc(N)c2[N+](=O)[O-])cc1	15	.	5	-2	-4	-7	-12	0
CCC(C)NC(=O)CSc1nc2cc3c(cc2c(=O)n1Cc1ccco1)OCO3 (stereo not given)	3	2	7	0	-20	2	5	.

Compound activity from PubChem BioAssay.

Rows are unselected; about 2.1% have a hit in one of these screens.
